Diaph inh CS – diaphorase inhibitors and chemical oxidizers, primary screen, counter-screen for diaphorase-coupled primary assays, biochemical, uHTS, resorufin fluorescence; diaphorase resazurin-to-resorufin fluorescence, NADH, 16 min; bacterial (C. kluyveri) enzyme, not human; inhibition, % at 20 µM; 190,000 compounds, 0.69% hits; AID 1217, 2008;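 active = primary screen inhibition at 20 µM above a set limit, cut at about 50% in these data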;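 also: plate controls were DMSO with full reaction for no effect and wells lacking NADH for full effect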
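System: Bacterial diaphorase enzyme (C. kluyveri) | Incubation: 16-min room-temperature incubation before reading | Benchmarks: No-NADH positive control and DMSO neutral control | Measured by: Resorufin fluorescence 544/590 nm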
bIAP inh – bovine intestinal alkaline phosphatase inhibitors, primary screen, selectivity assay for TNAP inhibitor project, biochemical, bovine IAP, CDP-star luminescence; 190,000 tested, under 10 active; AID 1019, 2008; inhibition, % at 20 µM; purified bovine IAP, 30 min; alkaline phosphatase, intestinal [Bos taurus];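 active = over 50% inhibition of intestinal alkaline phosphatase at 20 µM in the single-dose screen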
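test system = bovine IAP enzyme | medium = DEA buffer 100 mM, pH 9.8, with MgCl2 1.0 mM, ZnCl2 0.02 mM | detection = luminescence | dosing = single compound dose of 20 µM, 2% DMSO final | incubation = 30 min reaction at room temperature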
Lmaj promast – Leishmania major promastigote growth inhibition, primary screen. 200,000 compounds, 9% hits. Leishmania major promastigotes, resazurin fluorescence viability. inhibition, % at 10 µM; in the data active = inhibition above about 50%;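 also: promastigotes grown with compound for 44 hours at 28 °C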
TNAP inh noacc – human TNAP enzyme inhibitors, primary screen, biochemical, luminescent, no phosphate acceptor, uHTS. Alkaline phosphatase, tissue-nonspecific isozyme (Homo sapiens), P05186. purified TNAP, CDP-star luminescence, 30 min. inhibition, % at 20 µM. 200,000 compounds, 0.26% hits;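 active = tissue-nonspecific alkaline phosphatase inhibition above about 50% at 20 µM in the single-dose screen, limit read from the data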;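 also: 0% = DMSO negative control and 100% = EDTA positive control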
Target sequence (P05186 whole entry, looked up): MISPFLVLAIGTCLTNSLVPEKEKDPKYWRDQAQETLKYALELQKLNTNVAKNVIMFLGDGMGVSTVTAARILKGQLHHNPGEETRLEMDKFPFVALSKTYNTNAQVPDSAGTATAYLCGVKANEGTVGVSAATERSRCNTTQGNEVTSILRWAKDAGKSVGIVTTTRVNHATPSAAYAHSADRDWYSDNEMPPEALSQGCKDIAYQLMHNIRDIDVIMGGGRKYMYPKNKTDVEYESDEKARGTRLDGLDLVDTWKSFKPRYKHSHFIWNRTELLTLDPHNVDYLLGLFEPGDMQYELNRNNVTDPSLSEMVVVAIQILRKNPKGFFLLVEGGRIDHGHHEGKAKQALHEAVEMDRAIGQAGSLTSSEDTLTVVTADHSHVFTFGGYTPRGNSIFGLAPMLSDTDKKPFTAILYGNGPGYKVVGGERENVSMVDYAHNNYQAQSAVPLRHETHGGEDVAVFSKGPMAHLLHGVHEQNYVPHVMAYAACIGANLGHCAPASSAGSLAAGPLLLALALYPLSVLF
PMI activator – activators of human PMI, primary screen, biochemical, fluorescence intensity, near-Km mannose 6-phosphate; 190,000 compounds, 0.005% hits; AID 1214, 2008; purified human PMI, coupled resazurin fluorescence, 20 min; hits give high values; 1 = vehicle control, 0 substrate-free wells; activation factor at 20 µM;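 active = activation factor of 2 or more at 20 µM, relative to plate controls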
Target sequence (P34949 whole entry, looked up): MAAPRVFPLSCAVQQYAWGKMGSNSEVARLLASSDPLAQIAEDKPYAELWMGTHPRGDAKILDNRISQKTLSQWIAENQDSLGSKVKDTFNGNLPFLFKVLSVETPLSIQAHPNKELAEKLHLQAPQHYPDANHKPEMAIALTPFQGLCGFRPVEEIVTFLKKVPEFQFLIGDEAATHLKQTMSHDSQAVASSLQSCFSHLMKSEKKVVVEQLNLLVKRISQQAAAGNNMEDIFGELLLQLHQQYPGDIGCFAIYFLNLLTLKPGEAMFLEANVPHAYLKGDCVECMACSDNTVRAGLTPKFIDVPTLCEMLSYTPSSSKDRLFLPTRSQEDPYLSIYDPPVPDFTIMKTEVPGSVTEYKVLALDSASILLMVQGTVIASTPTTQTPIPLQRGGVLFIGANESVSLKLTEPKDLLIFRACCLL
TNAP inh hiacc – human TNAP enzyme inhibitors, primary screen, biochemical, luminescent, high phosphate acceptor level, uHTS; 200,000 compounds, 0.03% hits; AID 1135, 2008; inhibition, % at 20 µM; Alkaline phosphatase, tissue-nonspecific isozyme (Homo sapiens), P05186; purified TNAP, CDP-star luminescence, 1 M DEA;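 active = over 50% inhibition of tissue-nonspecific alkaline phosphatase at 20 µM in the single-dose screen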;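 also: plate controls were DMSO wells for no effect and EDTA-quenched wells as full inhibition for full effect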
TNAP act hi DEA – TNAP activators at high phosphate acceptor level, primary screen, biochemical, luminescence, uHTS | purified TNAP, CDP-star luminescence, 1 M DEA, 30 min; hits give high values; 0 = EDTA background, 1 = DMSO-only activity | Alkaline phosphatase, tissue-nonspecific isozyme (Homo sapiens), P05186 | 200,000 tested, under 10 active | activation factor at 20 µM;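 active = activation factor at least 2 at 20 µM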
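system = human TNAP | amount = enzyme diluted 1/800 final | reagent = 100 µM CDP-star substrate | signal = luminescent substrate turnover signal | dosing = one dose, 20 µM | benchmarks = EDTA negative control, DMSO positive control | measure = activation factor | timing = 30 min reaction, room temperature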
PMI act hi M6P – human PMI activators, high substrate, primary screen, biochemical, fluorescence intensity, near-saturating mannose 6-phosphate. coupled PMI enzyme assay, resazurin fluorescence, 20 min; hits give high values; 1 = untreated enzyme, 0 = substrate-free blank. activation factor at 20 µM. 190,000 compounds, 0.34% hits. AID 1216, 2008;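 active = activation factor of 2 or more at 20 µM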
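test system = human PMI in coupled enzyme assay | medium = HEPES-buffered pH 7.4 with magnesium and detergent | also added = 1.0 mM mannose-6-phosphate substrate with 0.22 mM NADP+ | compound = 20 µM single dose | times = 20 min incubation at room temperature | measured by = resorufin fluorescence (Ex 544/Em 590 nm) from resazurin via diaphorase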
Diaph act CS – compounds boosting diaphorase resazurin reduction – biochemical, uHTS, resorufin fluorescence, counter-screen for diaphorase-coupled primary assays, primary screen; Diaphorase/resazurin coupled assay, 16 min; hits give high values; 1 = vehicle wells, 0 = NADH-free wells; 190,000 compounds, 0.005% hits; activation factor at 20 µM; AID 1229, 2008;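 active = diaphorase activity raised at least twofold by the compound at 20 µM; inactive = activation factor below 2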
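Material: purified diaphorase enzyme from Clostridium kluyveri / Medium: HEPES pH 7.4 buffer with MgCl2 and Tween 20 / Schedule: enzyme reaction of 16 min at room temperature / Measured by: resorufin fluorescence, excitation 544 nm, emission 590 nm / Evaluation: rise in resorufin formation, marking diaphorase activation or chemical reduction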
bIAP activator – bovine intestinal alkaline phosphatase activators, primary screen, biochemical, bovine IAP, CDP-star luminescence; purified bovine IAP, 30 min; hits give high values; fold of DMSO-control signal, blank-subtracted; activation factor at 20 µM; AID 1016, 2008; 200,000 compounds, 0.17% hits;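 active = activation factor of 2 or more at 20 µM, a signal rise over negative controls twice the positive control's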
An asterisk follows results filed as active; / = no result given.

SMILES	Diaph inh CS	bIAP inh	Lmaj promast	TNAP inh noacc	PMI activator	TNAP inh hiacc	TNAP act hi DEA	PMI act hi M6P	Diaph act CS	bIAP activator
COCc1cc(C2C(C(=O)c3ccco3)=C(O)C(=O)N2CCOCCO)ccc1O (stereo unspecified)	20	10	-4	-9	0.9	-5	1	0.8	0.8	0.9
CC(=O)C(N=Nc1ccccc1)(Sc1nnc(-c2ccccc2)n1-c1ccccc1)C(=O)Nc1ccccc1 (stereo unspecified)	16	-2	78*	-5	0.8	-1	1	0.8	0.8	1
Nn1c(Cc2ccccc2)n[nH]c1=S	23	-4	-12	2	0.9	-1	1	0.8	0.8	1
COc1ccc(CC(=O)Nc2oc(-c3ccccc3)c(-c3ccccc3)c2C#N)cc1OC	20	10	4	-9	0.8	-6	1.1	0.7	0.8	0.9
Nc1ccc(Oc2ccc3nc(-c4ccccc4)c(-c4ccc([N+](=O)[O-])cc4)nc3c2)cc1	13	1	39	-2	1	0	1	1	0.9	1
CCOc1ccccc1NC(=O)CN(c1nccs1)S(=O)(=O)c1ccc(N)cc1	-3	4	-7	-15	1	-2	1	1.1	1	1
NS(=O)(=O)c1ccc(Cc2ncc(C(F)(F)F)cc2Cl)s1	12	14	-3	-12	1.2	-4	1	1.2	0.9	0.9
CC(C)=Cc1oc2ccc([N+](=O)[O-])cc2c1N1CCOCC1	/	-4	-8	-4	/	0	1	/	/	1
COC(=O)c1cn(NC(=O)c2ccc([N+](=O)[O-])c(C)c2)c(=O)c2ccccc12	4	-6	-7	-7	1.1	-1	1	1.1	1	1.1
CCOc1ccc(-c2cnc(SCC(N)=O)nc2N)cc1	15	12	3	-13	0.9	-3	1	0.9	0.9	0.9
CSc1nc(C)c2c(n1)N(c1ccc(O)cc1)CC2	1	-1	-3	-8	1	-4	1	1	1	1
Cc1cc2nc(C)n(CCCN)c2cc1C	-10	-6	2	8	1.2	-5	1.1	1.1	1.1	1.1
CCN1CCC2(CC1)N=C(c1ccc(F)cc1)C(=S)N2C(=O)c1ccc(C)cc1	6	10	-2	7	1	-4	1	1.1	0.9	0.9
Cc1cc(C)n2nc(SCC(=O)N(C(C)C)C(C)C)nc2n1	5	-18	-5	-11	1	-4	1	1	0.9	1.2
COc1ccc2c(c1)C(SCC(=O)NCCc1ccc(Cl)cc1)CC(C)(C)O2 (stereo unspecified)	11	6	1	-2	1	-4	1	1	0.9	0.9
CCCCC(CC)C1OCC(C[N+]2(C)CCOCC2)O1 (stereo unspecified)	5	16	-3	-7	1	4	1	1.1	1	0.8
CCOC(=O)c1cnc(-c2ccccc2)nc1Oc1ccccc1	20	6	-2	-6	0.9	-8	1.1	0.9	0.8	0.9
Cc1c(CCOC(=O)CC23CC4CC(CC(C4)C2)C3)sc[n+]1Cc1ccccc1	14	32	100*	-2	1	36	0.6	1.1	0.9	0.7
COc1ccc(C2CC(=O)N3CN(c4ccccc4F)CSC3=C2C#N)cc1OC (stereo unspecified)	53*	12	-6	-13	0.7	-6	1.1	1	0.5	0.9
COC(=O)CN(c1ccc(OC)cc1)S(=O)(=O)c1ccc(OC)c(OC)c1	2	0	-1	-5	0.9	-6	1.1	1	1	1
Cc1cc(Cl)ccc1NC(=S)NCCCN1CCCC1=O	3	11	23	-19	1	2	1	1.1	1	0.9
CCOc1cccc(CNn2cnnc2)c1OCc1ccccc1	14	2	2	-9	0.9	-2	1	1	0.9	1
COc1ccc(/C=N/N=C2/NC(=O)C(CC(=O)O)S2)cc1OS(=O)(=O)c1ccccc1 (stereo unspecified)	6	-5	-6	-7	1	-4	1	0.9	0.9	1.1
COc1ccc2oc(=O)c(-c3nc4ccccc4o3)cc2c1	7	1	98*	-3	1.1	6	0.9	1	0.9	1
O=C(c1ccccc1)N1CCN(Cc2cccc(Oc3ccccc3)c2)CC1	18	1	-4	-4	1.1	-5	1	1	0.8	1

Rewritten field by field: part of the list above
COCc1cc(C2C(C(=O)c3ccco3)=C(O)C(=O)N2CCOCCO)ccc1O (stereo unspecified)
  Diaph inh CS = 20
  bIAP inh = 10
  Lmaj promast = -4
  TNAP inh noacc = -9
  PMI activator = 0.9
  TNAP inh hiacc = -5
  TNAP act hi DEA = 1
  PMI act hi M6P = 0.8
  Diaph act CS = 0.8
  bIAP activator = 0.9
CC(=O)C(N=Nc1ccccc1)(Sc1nnc(-c2ccccc2)n1-c1ccccc1)C(=O)Nc1ccccc1 (stereo unspecified)
  Diaph inh CS = 16
  bIAP inh = -2
  Lmaj promast = 78*
  TNAP inh noacc = -5
  PMI activator = 0.8
  TNAP inh hiacc = -1
  TNAP act hi DEA = 1
  PMI act hi M6P = 0.8
  Diaph act CS = 0.8
  bIAP activator = 1

Already shown: entries from further up.
SMILES	Diaph inh CS	bIAP inh	Lmaj promast	TNAP inh noacc	PMI activator	TNAP inh hiacc	TNAP act hi DEA	PMI act hi M6P	Diaph act CS	bIAP activator
Cc1cc2nc(C)n(CCCN)c2cc1C	-10	-6	2	8	1.2	-5	1.1	1.1	1.1	1.1
CCN1CCC2(CC1)N=C(c1ccc(F)cc1)C(=S)N2C(=O)c1ccc(C)cc1	6	10	-2	7	1	-4	1	1.1	0.9	0.9
Cc1cc(C)n2nc(SCC(=O)N(C(C)C)C(C)C)nc2n1	5	-18	-5	-11	1	-4	1	1	0.9	1.2
COc1ccc2c(c1)C(SCC(=O)NCCc1ccc(Cl)cc1)CC(C)(C)O2 (stereo unspecified)	11	6	1	-2	1	-4	1	1	0.9	0.9
CCCCC(CC)C1OCC(C[N+]2(C)CCOCC2)O1 (stereo unspecified)	5	16	-3	-7	1	4	1	1.1	1	0.8
CCOC(=O)c1cnc(-c2ccccc2)nc1Oc1ccccc1	20	6	-2	-6	0.9	-8	1.1	0.9	0.8	0.9

(listing goes on)
SMILES	Diaph inh CS	bIAP inh	Lmaj promast	TNAP inh noacc	PMI activator	TNAP inh hiacc	TNAP act hi DEA	PMI act hi M6P	Diaph act CS	bIAP activator
CN(CC(=O)N1CCc2ccccc21)S(=O)(=O)c1cccc2cccnc12	5	10	0	27	1	-4	1	1	1	0.9
CCOC(=O)c1c(N)sn(-c2ccccc2C)c1=S	19	8	25	-21	0.4	-8	1.1	0.7	0.8	0.9
CC(=O)NC(Cc1ccccc1)C(=O)N1CCN(C(=O)c2ccco2)CC1 (stereo unspecified)	14	6	-3	-1	0.9	0	1	0.9	0.9	0.9
Cc1cc(-c2nnc(SCC(=O)Nc3ccccc3C(F)(F)F)o2)c(C)n1-c1ccccc1	1	-3	-6	-8	0.9	-2	1	1	1	1
COc1ccccc1N1CCN(C(=O)CN(Cc2ccccc2)S(C)(=O)=O)CC1	6	15	3	-4	1.2	-7	1.1	1.4	0.9	0.9
CC(OC(=O)c1cccc(NS(C)(=O)=O)c1)C(=O)Nc1ccc(N2CCOCC2)cc1 (stereo unspecified)	11	3	-5	-4	0.9	-2	1	0.9	0.9	1
CCOc1ccc(C2N(c3ccc(OC)cc3)C(=O)C3CCCN32)cc1OC (stereo unspecified)	4	-4	-9	-20	1	-6	1.1	1.1	1	1
c1ccc(-c2cc3c(ccc4nonc43)nn2)cc1	21	4	2	-15	0.9	-3	1	0.9	0.8	1
Cc1ccccc1C(=O)NNC(=O)/C=C/c1ccccc1	-8	-29	3	-108	1	-5	1	1	1.1	1.3
CC(C)OC(=O)c1ccc(Cn2nnc3ccccc3c2=O)cc1	13	6	-3	-11	0.9	0	1	0.9	0.9	0.9
CCOC(=O)C1=C(C)NC(C)=C(C(=O)OCC)C1C(=O)OCC(=O)NC(C)C	9	2	-1	-9	1	-4	1	1	0.9	1
N/C(=N\OC(=O)CCCc1ccccc1)c1ccc([N+](=O)[O-])cc1	13	-6	-13	-10	1	3	1	1	0.9	1.1
Cc1cc(C(=O)c2ccccc2)c(NC(=O)CN2CCOCC2)s1	23	12	32	5	0.8	-3	1	1	0.8	0.9
CCn1cc(Br)c(-c2nc3ccccc3c(=O)n2N)n1	10	-3	-4	-12	0.9	-4	1	1	0.9	1
Cc1cc(C(=O)Nc2nc3c(s2)CCCC3)no1	0	-6	0	-9	0.9	-8	1.1	1	1	1.1
COc1ccc(C2CC2C(=O)c2ccccn2)cc1 (stereo unspecified)	-1	4	-1	-5	1.1	-3	1	1.1	1	1
CC1Cc2ccccc2N1C(=O)COC(=O)CCc1nc2ccccc2c(=O)[nH]1 (stereo unspecified)	6	-12	-2	-4	1	1	1	1	0.9	1.1
Cc1ccc(C)c2[nH]c(=O)c(CCNC(=O)CC(C)(C)C)cc12	8	12	-5	-11	1	4	1	0.9	0.9	0.9
CCC(SCC(=O)OC)C(=O)Nc1nnc(C(C)C)s1 (stereo unspecified)	17	3	-9	-15	1	-7	1.1	1	0.8	1
O=C(O)/C=C\C(=O)Nc1ccccc1C(=O)NC1CCCCC1	22	3	-5	-9	1	-5	1	1.2	0.8	1
Cc1cccc(C)c1OCC(=O)NCC1CCCO1 (stereo unspecified)	4	-5	-3	-4	1.1	3	1	1	1	1.1
CCNC1=C(Cl)C(=O)c2ccccc2C1=O	22	28	15	13	0.9	14	0.9	0.8	0.8	0.7
CN(C)c1nc(OCCNC(=O)COc2ccc(Cl)cc2Cl)nc(N(C)C)n1	-11	31	4	-7	1.1	1	1	1.1	1.1	0.7
CC(CN1CCOCC1)OC(=O)c1cccc(Br)c1 (stereo unspecified)	5	9	-8	-22	1.1	-7	1.1	1	1	0.9
COc1ccc2c(c1)N1CCN=C1N2C	4	8	11	-14	1.1	-9	1.1	1.1	1	0.9
COc1ccc(C(=O)Nc2ccc3nc(N4CCCCC4)cc(C)c3c2)c(OC)c1	14	-9	8	-53	0.8	-2	1	0.9	0.9	1.1
CC(=O)c1ccc(OCC(=O)NCc2ccc(F)cc2)cc1	8	3	-3	-15	1	-4	1	1	0.9	1
